High-throughput results from PubChem.
Neddylation inh: inhibitors of human cullin neddylation; TR-FRET cullin neddylation, biochemical; calls only at 25 µM; 360,000 tested, 0.58% active; P61081+Q13564; in the data active means inhibition above about 36%
TbMetRS inhib: Trypanosoma brucei MetRS inhibition. purified T. brucei MetRS, ATP depletion, Kinase-Glo luminescence. inhibition, % at 11.9 µM. 360,000 tested, 0.4% active;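 active means inhibition above a per-plate cutoff of the control wells' mean inhibition plus 3 SD, cut at about 5.5% in these data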;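 further: 0% = DMSO wells median and 100% = median of wells with control inhibitor compound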
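Assay system: T. brucei methionyl-tRNA synthetase, purified | Medium: HEPES buffer with MgCl2, KCl, DTT, spermine, BSA, pyrophosphatase | Compound: 11.9 µM single point | Incubation: 15 min enzyme-compound preincubation, 2 h reaction, 10 min detection, 25 °C | Measured by: Kinase-Glo luciferase luminescence reporting remaining unconsumed ATP | Measure: % inhibition normalized to control-well medians | Replication: Singlicate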
LMPTP block: LMPTP (human) inhibition. recombinant LMPTP-A, OMFP fluorogenic substrate, fluorescence intensity. 360,000 tested, 0.22% active. inhibition, % at 20 µM. AID 651560;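 active means compounds that cut the enzyme signal by at least half of the control window in the single-dose screen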;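 further: plate controls were DMSO wells with enzyme plus substrate for no effect and substrate without enzyme for full effect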
Target sequence (P24666 whole entry, looked up): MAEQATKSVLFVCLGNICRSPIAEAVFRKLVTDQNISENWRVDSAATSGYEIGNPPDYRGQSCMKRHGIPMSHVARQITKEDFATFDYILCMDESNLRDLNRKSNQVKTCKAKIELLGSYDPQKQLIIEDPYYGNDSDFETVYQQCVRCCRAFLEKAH
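Test system: LMPTP-A phosphatase enzyme. Amount: LMPTP-A at 0.625 nM final in the reaction. Reagent: OMFP substrate, 400 µM final. Times: 50 min at room temperature. Signal: endpoint fluorescence intensity from OMFP dephosphorylation. Read-out basis: % inhibition. Benchmarks: no-enzyme and uninhibited controls.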
SUMO1-SIM PPI: alters human SUMO1 binding to SIM partners; SUMO1 binding to a labelled peptide, TR-FRET, 1 h; 360,000 tested, 0.33% active; inhibition, % at 20 µM; P63165; in the data active means inhibition above about 37%
STEP inh: inhibitors of human striatal-enriched phosphatase STEP; P54829; recombinant STEP, OMFP fluorogenic substrate, fluorescence; inhibition, % at 20 µM; 360,000 tested, 0.25% active; AID 588621;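 active means inhibition at 20 µM, scaled per plate between control wells, above about 37%, limit read from the data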;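 further: 0% = DMSO with enzyme and substrate and 100% = substrate only without enzyme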
Target sequence (P54829 whole entry, looked up): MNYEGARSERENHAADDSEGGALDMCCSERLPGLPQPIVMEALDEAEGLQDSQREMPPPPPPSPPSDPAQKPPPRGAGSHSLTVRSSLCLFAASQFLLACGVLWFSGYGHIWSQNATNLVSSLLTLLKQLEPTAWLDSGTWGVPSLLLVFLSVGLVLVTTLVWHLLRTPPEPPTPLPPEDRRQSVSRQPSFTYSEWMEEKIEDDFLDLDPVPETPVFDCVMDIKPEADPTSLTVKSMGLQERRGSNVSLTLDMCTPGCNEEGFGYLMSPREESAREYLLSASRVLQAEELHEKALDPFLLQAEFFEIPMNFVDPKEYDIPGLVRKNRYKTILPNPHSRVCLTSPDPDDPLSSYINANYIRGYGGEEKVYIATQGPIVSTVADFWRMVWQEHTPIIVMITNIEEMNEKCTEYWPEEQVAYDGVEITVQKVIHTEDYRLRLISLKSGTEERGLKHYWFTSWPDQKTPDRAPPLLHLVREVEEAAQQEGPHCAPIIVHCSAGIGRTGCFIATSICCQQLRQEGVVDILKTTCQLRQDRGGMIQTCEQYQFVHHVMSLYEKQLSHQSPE
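Also added – OMFP at 25 µM · Test system – STEP tyrosine phosphatase · Technique – FITC-channel fluorescence of OMFP product · Schedule – 20 min at room temperature, dark · Evaluation – control-normalized % inhibition with plate pattern correction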
CendR NRP1 mod: alters CendR peptide binding to human NRP-1; inhibition, % at 25 µM; FAM-RPARPAR peptide binding to NRP-1, fluorescence polarization; O14786; 360,000 tested, 0.85% active;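 active means inhibition or corrected inhibition above about 18%, plus a signal ratio from 0.5 to 1.5, limit read from the data, passing the limit was not always enough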; further: strong numbers were not always called active
DNMT1 inh: inhibitors of human DNMT1; P26358; DNMT1 molecular beacon, Hinp1I cleavage, fluorescence; inhibition (reported as % activation of signal), % at 10 µM; 360,000 tested, 0.83% active; AID 588458; in the data active means inhibition above about 50%
Scp-1 inhibitor: Scp-1 (human) phosphatase inhibition; Q9GZU7; Recombinant Scp1, phosphopeptide, malachite green phosphate absorbance; inhibition, % at 20 µM; 340,000 tested, 0.88% active;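 active means inhibition above about 50% at 20 µM, limit read from the data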;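 further: plate controls were DMSO wells with enzyme for no effect and wells lacking enzyme for full effect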
Target sequence (Q9GZU7 76-261 limits assumed): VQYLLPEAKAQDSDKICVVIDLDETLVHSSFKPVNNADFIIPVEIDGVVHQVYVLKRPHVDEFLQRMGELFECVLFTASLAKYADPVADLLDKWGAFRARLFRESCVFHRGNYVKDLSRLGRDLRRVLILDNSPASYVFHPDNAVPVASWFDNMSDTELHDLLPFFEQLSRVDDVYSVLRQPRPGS
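System: truncated SCP-1 phosphatase (76-261aa); medium: Tris acetate buffer pH 5.5 with MgCl2 and Tween-20; incubation: 45 min room-temperature reaction, 5 min colour, 30 min stabiliser; compound: single 20 µM dose, 1% DMSO; reagent: Phosphorylated 17-residue peptide substrate; read-out: % inhibition at 20 µM; technique: colorimetric free-phosphate detection, absorbance 630 nm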
NadD inh: blocks S. aureus nicotinate mononucleotide adenylyltransferase; inhibition, % at 20 µM; purified NadD enzyme, colorimetric absorbance read-out; 360,000 tested, 0.78% active; AID 602399; in the data active means inhibition above about 26%; further: some compounds past the cut are filed as inactive
SKN-1 block: blocks SKN-1 activity in C. elegans. AID 624304. inhibition, % at 21.8 µM. C. elegans VP596 Pgst-4::GFP/RFP ratio, acrylamide-induced, 24 h. 360,000 tested, 0.49% active;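 active means interference check ratio from 0.5 to 1.5 plus GFP to RFP signal ratio inhibition reaching or exceeding a fixed threshold, cut at about 30% in these data, passing the limit was not always enough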; further: some compounds called inactive have numbers as strong as hits
The depositor's hits bear a star; i = inactive; . = no result given.

Each structure is followed by: Scp-1 inhibitor	CendR NRP1 mod	SUMO1-SIM PPI	Neddylation inh	TbMetRS inhib	SKN-1 block	NadD inh	LMPTP block	DNMT1 inh	STEP inh
Cc1cccc(OCCCC(=O)Nc2ccc(N3CCOCC3)cc2)c1
    -2	-6	-4	i	-0.9	12	-1	1.2	-5	3
C/C(=N\NC(=O)CSc1nc2nc(C)cc(C)n2n1)c1ccccc1
    -3	-4	4	i	0.5	7	-2	-2.3	1	4
NC(=O)NC(=O)CSc1nnc(-c2ccco2)n1Cc1ccccc1
    -5	3	-1	i	-0.1	17	1	0.5	0	1
CC(C)[C@H](NC(=O)Cc1ccccc1)C(=O)OCc1cc(=O)n2c(n1)sc1ccccc12
    76*	-12	3	i	1.4	-3	4	22	88*	4
Cc1cc(NC(=O)CSc2nnnn2-c2ccccc2F)no1
    -8	4	2	i	0.2	7	-6	-1.3	1	-4
CCOC(=O)C1=C(CC)Nc2ccccc2N=C1NC(=O)c1cc(S(=O)(=O)N(C)C)ccc1Cl
    -7	4	-2	i	-0.8	-12	-1	0.4	-2	-2
NC(N)=N/N=C/c1ccc(Cl)c(Cl)c1
    -3	2	-16	i	0.3	-3	-14	0.6	1	2
CC(Sc1ccc(Cl)cc1)C(=O)NCC1CCCO1 (centres undefined)
    -5	8	-2	i	-2.2	-1	0	-0.3	3	-3
CCOC(=O)C1CCN(C(=O)CCc2nnc3ccc(NCc4ccco4)nn23)CC1
    28	3	6	i	0.1	17	5	0.1	5	0
CCN1CCCc2cc(CN(CCN3CCOCC3)C(=S)Nc3ccccc3C)ccc21
    1	-9	-5	i	2.4	20	-2	-0.2	-3	0
Cc1c(C)c2ccc(OCC(=O)Nc3ccccn3)cc2oc1=O
    6	-8	55*	i	0.0	11	-7	0.1	-1	0
O=C(CSc1nc2ccccc2c(=O)n1Cc1ccc(F)cc1)NCC1CCCO1 (centres undefined)
    -2	5	-1	i	-0.5	9	-1	-0.2	-2	-1
O=C(NCc1ccccc1)c1cccc(Br)n1
    0	4	13	i	-0.2	1	2	-1.9	-1	-1
CCO[C@@H]1OC(C(=O)NCc2ccccc2)=C[C@H](c2coc3ccccc3c2=O)[C@H]1CCCO
    -8	20*	1	i	0.1	7	5	1.1	-1	-1
CCOC(=O)c1[nH]c2ccccc2c1NC(=O)c1ccc(S(=O)(=O)N2CCOCC2)cc1
    -10	1	-6	i	-0.6	7	-4	-1.1	-4	0
Cc1ccc(S(=O)(=O)Cc2ccccc2Cl)cc1
    -10	5	0	i	-0.1	-5	-1	-1.6	3	4
O=C(O)c1cccnc1Cl
    -9	3	0	i	-0.2	-5	0	-0.4	1	-2
CCc1cccc(C)c1NC(=S)N(CCN(C)C)C(C)c1ccco1 (centres undefined)
    -4	0	-1	i	-0.3	-2	-3	-0.6	1	4
COCCCNC(=O)Cc1c(C)c2c(cc(C)c3c(C)c(C)oc32)oc1=O
    -9	-17	1	.	-0.5	8	2	3.2	11	0
NC(=O)c1ccsc1NC(=O)COC(=O)c1cccnc1Cl
    -12	-12	2	i	0.8	-14	0	1.2	-2	-3

An excerpt from above, showing only DNMT1 inh, TbMetRS inhib and CendR NRP1 mod.
compound | DNMT1 inh | TbMetRS inhib | CendR NRP1 mod
O=C(CSc1nc2ccccc2c(=O)n1Cc1ccc(F)cc1)NCC1CCCO1 (centres undefined) | -2 | -0.5 | 5
CCc1cccc(C)c1NC(=S)N(CCN(C)C)C(C)c1ccco1 (centres undefined) | 1 | -0.3 | 0

Further compounds.
Each structure is followed by: Scp-1 inhibitor	CendR NRP1 mod	SUMO1-SIM PPI	Neddylation inh	TbMetRS inhib	SKN-1 block	NadD inh	LMPTP block	DNMT1 inh	STEP inh
Clc1cc(Br)ccc1OCCOCCN1CCCC1
    -1	12	2	i	1.4	-7	-6	-0.4	-2	-2
N#Cc1ccc(C(=O)OCCc2cc3ccccc3c(=O)o2)cc1
    -9	-1	4	i	0.0	-15	-8	-0.2	4	4
Cc1ccc(C(=O)CC(=O)c2ccccc2C)c(O)c1
    -22	-8	5	i	-0.2	-7	0	2.1	-2	3
Cc1ccc(C(=O)N2CC=C(c3ccccc3)CC2)s1
    5	3	0	i	-0.3	3	0	1.0	3	2
O=C(NCc1cccs1)C(=O)NCC(c1ccco1)N1CCN(c2ccc(F)cc2)CC1 (centres undefined)
    -7	-7	-1	i	0.2	11	-3	-0.8	-1	16
Cc1c(Nc2nc(-c3ccccc3)cs2)c(=O)n(-c2ccccc2)n1C
    0	-8	-7	i	-1.2	-3	-4	0.0	3	3
COc1cccc(NC(=O)N(C)C[C@@H]2Oc3ncc(Br)cc3C(=O)N([C@@H](C)CO)C[C@H]2C)c1
    .	7	6	i	-1.1	4	0	-0.4	11	-4
CC(=O)Nc1cc(C(=O)OCC(=O)c2ccccc2)ccc1C
    -21	4	5	i	-1.9	-8	2	-1.0	5	0
COc1cc(OC)c(S(=O)(=O)Nc2ccc(C(=O)N3CCCC3)cc2)cc1NC(C)=O
    3	-6	5	i	0.2	4	-6	-0.6	-1	-2
COc1ccc(S(=O)(=O)N2CCC[C@H]2C(=O)N2CCC[C@H]2C(=O)N[C@H](C)c2ccccc2)cc1C
    .	-5	4	i	0.1	22	2	-1.7	.	.
Cc1cccc(NC(=O)C2CCN(C(=O)c3ccco3)CC2)c1C
    1	2	0	i	-1.0	-3	-6	-1.0	0	-2
O=C(NN1CCN(Cc2ccccc2)CC1)c1ccc(N2CCOCC2)c([N+](=O)[O-])c1
    11	6	12	i	-0.7	-6	-1	0.4	6	0
COc1ccccc1-c1c(-c2ccc(OCC(=O)NN)cc2O)n[nH]c1C(F)(F)F
    -7	0	4	i	0.2	-5	6	-2.1	-8	-2
COCCCNC(=S)Nc1ccc(CC(=O)O)cc1
    -5	-26	1	i	-0.5	-7	-3	0.3	15	0
Nc1ccc(OC(=O)Nc2ccc(O)cc2)cc1
    -16	4	-4	i	0.2	8	-5	4.2	-2	-1
CCOC(=O)C1CCN(CCC(=O)Nc2ccccc2Cl)CC1
    -3	7	-2	i	-1.9	-26	-5	-0.9	1	0
O=C1N(Cc2cccc(Cl)c2)C[C@@H]2C[C@@H](c3ccc4nonc4c3)N3CCC[C@@]123
    -3	5	-22	i	-0.3	1	11	0.7	-2	0
COc1ccc(C(=O)OCCCOC(=O)c2ccc(OC)cc2OC)c(OC)c1
    -9	2	2	i	-0.2	1	-1	-0.2	-2	-2
NC(=O)c1cc2ccccc2o/c1=N/NC(=O)c1cccc(F)c1
    -10	5	-32	i	0.0	17	-4	0.7	1	6
CSc1nc(N)nc2c1ncn2CC(=O)NCc1ccc2[nH]ccc2c1
    -5	-4	0	i	0.6	-2	9	2.3	-9	-3
Cc1ccc(/C=N/NC(=O)Cc2ccc(Cl)cc2)s1
    16	-6	-19	i	-0.4	12	-7	0.4	9	5
Cn1c(N2CCN(c3ccccn3)CC2)nc2c1c(=O)n(Cc1ccccc1Cl)c(=O)n2C
    4	0	8	i	-0.7	1	-1	-2.2	6	15
CCCn1c(N)c(N(CCOC)C(=O)CSc2c(Cl)cccc2Cl)c(=O)[nH]c1=O
    10	-6	0	i	-0.5	0	4	-0.7	1	-3
O=C(Nc1ccc(C(F)(F)F)cc1)c1ccccc1
    20	6	7	i	-0.1	9	-1	34	-17	16
CCn1cc(C2=NC(CCSC)CO2)c2ccccc21 (centres undefined)
    -7	-14	0	i	-0.8	2	-7	-1.4	2	1
Cc1ccc(CNC(=O)CSc2nnc3c(n2)[nH]c2ccccc23)cc1
    28	-7	4	i	16*	10	-2	8.0	12	28
CC(C)Oc1cc(F)ccc1-c1cc(C(=O)Nc2cccc(C(F)(F)F)c2)[nH]n1
    .	-6	2	i	-0.1	2	0	3.3	-5	-1
CCCNC(=O)c1cc(C2CCCN(C(=O)c3ccc4ccccc4c3)C2)on1 (centres undefined)
    .	9	-6	i	-0.3	-5	1	-0.4	-5	-2
O=[N+]([O-])c1cc([N+](=O)[O-])c2cc3ccccc3nc2c1
    4	-8	4	i	-0.3	14	11	4.3	2	4
COc1ccccc1N(CCC#N)C(=O)COC(=O)CCC(=O)c1ccc(F)cc1
    1	1	1	i	-0.5	-2	-4	-0.2	1	-2
Cc1sc2nc(CN3CCN(c4ccc(O)cc4)CC3)[nH]c(=O)c2c1C
    -16	-29	3	i	-0.5	-5	11	3.2	-9	-1
Cc1cc(C)c(-c2cc(NC(=O)CSc3nncn3C)n(-c3ccccc3)n2)cc1C
    -7	2	3	i	-0.5	-3	2	0.8	-2	3
O=C(OCC(=O)N1CCN(S(=O)(=O)c2ccccc2)CC1)c1ccc([N+](=O)[O-])o1
    -9	-8	-5	i	-0.1	-9	-12	-2.1	-11	-2
c1cc(-c2ccsc2)n2cnnc2c1
    .	-23	-13	i	-0.3	3	-2	-0.8	8	-2
O=C(CSCc1ccccc1Cl)Nc1ccc(C(=O)O)cc1
    -2	2	1	i	-1.4	-12	-4	-2.6	4	-2
Cc1onc(-c2c(Cl)cccc2Cl)c1C(=O)NC(C)(C)CO
    3	8	-4	i	-0.7	-12	-3	-0.1	-1	1
COCCN1CC(=O)N2C(c3cccc(OC)c3)c3[nH]c4ccccc4c3C[C@H]2C1=O (some centres undefined)
    -9	0	5	i	11*	0	-2	0.9	-1	2
